# b-catenin transl: modulators of beta-catenin nuclear translocation, primary screen, imaging, HeLa cells, immunofluorescence, high-content | nuclear translocation activity, % at 5 µM | hit rate 0.3% among 190,000;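 active = nuclear translocation activity above 50% at 5 µM, with a well cell count of 50 or more; inconclusive = wells under 50 cells across six images, flagged as toxic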;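 note: per-cell ratio of nuclear to cytoplasmic median beta-catenin stain intensity; plate controls were DMSO negative control for no effect and GSK-3 inhibitor IX positive control for full effect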
#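 Test system: human HeLa cell line; Doses: 5 µM primary, 0.02–20 µM confirmation; Incubation: 24 h compound exposure, 37°C; Detection: beta-catenin immunofluorescence imaging with DAPI; Read-out: beta-catenin nuclear/cytoplasmic ratio, % activation.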
# AID2073: inhibitors of Mint1-CaV2.2 protein interaction, biochemical, HTRF (AID 2073); hit rate 0.19% among 290,000; HTRF protein-protein interaction, Mint1-CaV2.2; higher % means a stronger effect; inhibition, % at 20 µM; hits with a dose series show IC50 in µM; Voltage-dependent N-type calcium channel subunit alpha-1B (Homo sapiens); in the data active = inhibition mostly above about 51%, no sharp cut-off; inconclusive = no clear call, values can overlap the other calls; inactive = mostly below about 53%; note: some results filed as inactive read as strong as hits
# Insulin prom up: insulin promoter activators in MIN6 cells, imaging, high-content screening, mouse beta cells. MIN6 insulin promoter-GFP reporter; active compounds read high. hit rate 0.3% among 190,000. z-score at 5 µM;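 active = z-score above 3 at 5 µM with at least 500 cells counted in the well; inconclusive = wells under 500 cells, flagged as cytotoxic or low count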
# WT yeast gro inh: growth inhibition of WT strain, primary screen, mitochondrial fusion inhibitor project, WT and mutant strains, chemical genetic. hit rate 2.1% among 190,000. mitochondrial fusion phenotypic screen. AID 1362, 2008. inhibition, % at 10 µM; in the data active = inhibition above about 58%; tested in S. cerevisiae
# Dynein cargo inh: inhibitors of GR-EGFP nuclear translocation, primary screen, dynein cargo transport inhibitor project, imaging, high-content, 3617.4 mouse cells; test concentration mostly 20 µM; stimulated with dexamethasone, 1 µM; active compounds read low; z-score, hits read low; hit rate 0.47% among 220,000; AID 1381, 2008;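 active = plate z-score of nuclear minus cytoplasmic receptor signal below a set negative limit, without overly bright fluorescence or cell loss, cut at about -3.5 in these data, passing the limit was not always enough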;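 note: z-score of nuclear minus cytoplasmic ring GR-EGFP intensity difference per well; some compounds called inactive have numbers as strong as hits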
#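 Medium: Induction medium lacking tetracycline, stripped serum | Probe or stimulus: 1.0 µM final dexamethasone stimulus | Schedule: 48 h induction, then 1 h compound, then 30 min agonist, 37 °C | Signal: Automated 10x imaging of fixed Hoechst-stained cells | Evaluation: Per-cell GR-EGFP intensity, nucleus versus surrounding cytoplasmic ring, well-averaged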
# HIV fusion peptide: inhibitors of HIV fusion peptide binding, primary screen, biochemical, uHTS, fluorescence dequenching (AID 1986) | inhibition, % at 20 µM; hits with a dose series show IC50 in µM | cell-free peptide binding, fluorescence dequenching, 30 min; higher % means a stronger effect | hit rate 0.3% among 290,000; in the data active = inhibition mostly above about 52%, no sharp cut-off; inactive = mostly below about 76%; note: some results filed as inactive read as strong as hits
# Yfh1-off respiration: enhancers of respiration in Yfh1-depleted yeast, dose response, Friedreich's ataxia, plus single-dose screen (AID 1465). S. cerevisiae Yfh1-off respiration, WST-1 reduction, 72 h; higher fold induction means a stronger effect. fold induction at 50 µM, or EC50 in µM where a hit was titrated. hit rate 0.074% among 220,000;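 active = fold induction of absorbance versus untreated yeast above a set limit, then at least 30% activation at any dose in follow-up; inconclusive = repeats straddling the limit, or above it without dose testing; inactive = fold induction below the set limit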;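 note: activators that raise dye reduction in frataxin-depleted yeast; strong numbers were not always called active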
# MT stabilizer: microtubule stabilizers in HeLa cells, primary screen, imaging, high-content imaging | hit rate 0.83% among 200,000 | % tubulin-high responders, % at 10 µM | HeLa tubulin immunostaining HCS, 24 h; share of cells brighter than vehicle mean+2SD;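 active = plate Z-score above 3 for both tubulin-high and condensed-nucleus cell shares, with cell loss under 80%, at 10 µM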;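 note: anti alpha tubulin signal scored within the nucleus-defined area of each cell; some results filed as inactive read as strong as hits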
# Autophagy mod: autophagy modulators in MEF cells, primary screen, imaging, high-content, MEF GFP-LC3; calls only at 10 µM (by protocol); AID 463193, 2010; hit rate 0.98% among 190,000; MEF GFP-LC3 puncta imaging; test concentration mostly 10 µM;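 active = percentage of spot-positive cells more than 3 SD above its plate mean, without a fluorescence outlier flag or 80% toxicity; inconclusive = no clear call, values can overlap the other calls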;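 note: spot-positive cell cutoff set from DMSO-treated cells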
# WT yeast gro inh mutant strain: second read-out of WT yeast gro inh, no call of its own (marks repeat the call); inhibition, %; mitochondrial fusion phenotypic screen, mutant strain inhibition
# Dynein cargo inh cytoplasmic EGFP: also measured in Dynein cargo inh; calls as there; z-score; measured here: cytoplasmic GR-EGFP intensity; active compounds read high
# Dynein cargo inh nuclear GR-EGFP: second read-out of Dynein cargo inh, no call of its own (marks repeat the call); z-score; measured here: nuclear GR-EGFP intensity;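 lower value marks the stronger effect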
# Dynein cargo inh cell count: second read-out of Dynein cargo inh, no call of its own (marks repeat the call); z-score; measured here: cell count per field
# Insulin prom up cell count: further read-out of Insulin prom up, marked with its call; cell count; measured here: cytotoxicity, nuclei count;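 total cells summed across four imaged fields per well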
# b-catenin transl cell count 5 µM: also measured in b-catenin transl; calls as there; cell count; measured here: cell count, cytotoxicity flag
# MT stabilizer Hoechst-high %: also measured in MT stabilizer; calls as there; % Hoechst-high responders; measured here: nuclear condensation Hoechst responders;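 share of cells brighter than vehicle mean plus two SD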
# MT stabilizer cytotoxicity %: recorded beside MT stabilizer, whose call it bears; toxicity, %; measured here: cytotoxicity by cell density;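 0% = mean cell density of plate MIN control wells and 100% = no cells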
# Autophagy mod cell loss 18 h: also measured in Autophagy mod; calls as there; toxicity, %; measured here: cell loss, nuclei count;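 cell loss after 18 h compound exposure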
# An asterisk follows results filed as active; i = inactive; ? = inconclusive; . = not tested or not shown.
SMILES,b-catenin transl,b-catenin transl cell count 5 µM,AID2073,Insulin prom up,Insulin prom up cell count,WT yeast gro inh,WT yeast gro inh mutant strain,Dynein cargo inh,Dynein cargo inh cytoplasmic EGFP,Dynein cargo inh nuclear GR-EGFP,Dynein cargo inh cell count,HIV fusion peptide,Yfh1-off respiration,MT stabilizer,MT stabilizer Hoechst-high %,MT stabilizer cytotoxicity %,Autophagy mod,Autophagy mod cell loss 18 h
Cc1ccc2nc(Cc3ccc(N)cc3)[nH]c2c1,-0.9,1328,-2.0%,-0.81,1549,-3.5,-11.6,-0.0135,0.238,-0.185,0.19,-3.5%,i,1.7,2.0,8.2,i,2.0
Cc1ccc(C(=O)CSc2nnc(CNc3nc(-c4ccccc4)cs3)n2C)cc1,-2.5,1114,6.9%,-0.68,985,4.9,2.9,-0.184,-0.196,-0.0304,0.788,0.3%,i,2.3,1.0,10.3,i,-7.4
CCCn1c(N)c(C(=S)NC(=O)C2CC2)c(=O)n(C)c1=O,-0.3,1133,-3.2%,-0.27,1300,12.8,4.4,-0.0357,-0.244,0.129,-0.109,-2.6%,i,5.1,1.3,4.1,i,10.7
O=C(Cc1ccc(Cl)cc1)NCC(=O)N1CCCC1,.,.,-1.8%,.,.,-7.6,4.7,0.648,-0.0698,0.52,-0.261,-1.2%,i,3.3,1.5,1.7,i,-0.9
COc1ccc(OCCSc2nnc(CCNC(=O)c3ccc(OC)cc3)n2C)cc1,-0.3,1317,0.5%,-0.54,1633,2.9,-3.7,-0.334,-0.156,-0.255,0.382,-1.8%,i,1.3,2.1,5.1,i,3.1
O=c1[nH]cc(NCCc2ccccc2)c(=O)[nH]1,-0.7,1095,-7.4%,0.51,1307,10.9,18.0,-0.0174,-0.202,-0.31,0.488,3.5%,i,4.6,1.1,8.5,i,-2.7
CCSCC1COC(c2cccn2Cc2ccc(C)cc2)=N1 (stereo not drawn),-1.4,1358,9.1%,1.92,1521,1.6,17.2,-0.991,-0.347,-0.63,0.121,-0.5%,i,3.3,1.4,4.0,i,9.9
Cc1ccc(NC(=O)CSc2nnc(-c3cccs3)o2)cc1S(=O)(=O)N(C)C,0.2,1568,-1.9%,0.79,1448,1.2,4.2,-0.218,0.068,0.122,0.961,-1.9%,i,3.1,1.2,2.4,i,-22.5
CCOCc1nnc(NC(=O)CCc2ccccc2)s1,.,.,-10.4%,0.12,1276,7.5,3.7,-0.625,-0.166,-0.03,1.55,-0.9%,i,2.4,0.2,35.2,i,-9.5
Cc1ccc2c(c1)C(c1ccccc1)N(C(=O)c1ccc(Br)o1)CC(=O)N2 (stereo not drawn),.,.,-4.4%,0.79,813,-1.6,-6.3,0.0553,-0.188,0.278,-0.255,0.3%,.,4.4,1.7,4.2,i,-1.4
Cc1cc(C)n(-c2ccc(C(=O)Nc3cccnc3)cc2)n1,0.3,1395,18.8%,0.02,1070,.,.,0.153,0.012,0.059,0.542,-0.5%,i,.,.,.,.,.
Cc1ccc(S(=O)(=O)N2CCN(CC(=O)Nc3ccc([N+](=O)[O-])cc3)CC2)cc1C,-0.1,925,-3.1%,-0.19,1349,-12.9,-3.9,-0.556,-0.301,-0.593,0.7,0.2%,i,3.0,2.9,8.6,i,1.6
COc1cccc(/C=N/NC(=O)c2csc(-n3nc(C)cc3C(F)(F)F)n2)c1,30.5,517,3.7%,0.54,1843,10.2,-1.6,0.595,-0.0577,0.607,1.34,-1.7%,i,42.5*,25.7*,31.9*,i,-19.1
COc1ccc(C(C2C(=O)CC(C)(C)CC2=O)C2C(=O)CC(C)(C)CC2=O)cc1,1.4,1192,17.8%,0.24,1073,.,.,-0.908,-0.222,-0.132,0.219,2.1%,i,.,.,.,.,.
O=C(CN1CC[n+]2c(-c3ccccc3)csc21)c1ccc(Br)cc1,0.6,1286,-27.2%,0.11,976,.,.,-0.698,-0.301,0.446,0.676,1.3%,i,.,.,.,.,.
COc1cccc2cc(C(=O)C3=C(O)C(=O)N(CCN4CCOCC4)C3c3ccc(Cl)cc3)oc12 (stereo not drawn),-0.6,1294,14.8%,0.2,1197,.,.,0.167,-0.161,0.106,-1.02,1.7%,i,.,.,.,.,.
O=C(/C=C/c1ccc([N+](=O)[O-])cc1)NCc1ccco1,-0.1,1127,-0.2%,0.13,1371,-10.4,7.4,-0.316,-0.236,-0.207,0.341,3.1%,i,6.2,2.1,7.5,i,10.3
CC1=NNC(=O)C1CCC(=O)N/N=C/c1c(Cl)cccc1Cl (stereo not drawn),0.2,1077,2.2%,-0.1,1165,-6.5,5.2,-0.417,-0.0768,-0.0709,0.265,-0.4%,i,3.7,1.4,8.2,i,-29.4
Cc1nnc(SCCn2c(N3CCCC(C)C3)nc3c2c(=O)n(C)c(=O)n3C)s1 (stereo not drawn),0.3,1018,0.6%,-0.8,1744,3.4,7.8,-0.772,1.76,0.0549,0.435,-2.0%,i,4.8,2.2,1.4,i,-1.1
Oc1cccc(NC(=S)Nc2ccc(SC(F)F)cc2)c1,0.9,1099,-11.2%,0.9,1442,47.8,7.2,0.753,-0.168,0.743,-1.3,13.5%,i,2.2,1.7,6.0,i,-5.2
CSCCC(NC(=O)OC(C)(C)C)C(=O)NC(C(=O)NC(CC(C)C)C(N)=O)C(C)C (stereo not drawn),-2.4,1148,15.6%,0.48,871,9.1,10.7,1.02,0.117,0.629,-1.5,-0.1%,i,1.4,1.2,9.7,i,24.7
COc1cc(/C=C/C(=O)O)ccc1OCc1ccccc1C#N,-1.1,561,-0.3%,0.36,1277,-7.8,-12.4,2.98,0.204,1.79,-1.94,3.5%,i,4.8,4.7,7.1,i,1.2
Cc1nccn1CCCNC(=O)CC1C(=O)NCCN1Cc1ccccc1C(F)(F)F (stereo not drawn),0.3,1361,-6.1%,-0.06,1076,.,.,-0.238,-0.261,-0.0976,0.703,2.1%,i,.,.,.,.,.
CC(C)n1c(SCC(=O)Nc2nc3c(s2)CCCC3)nc2c1c(=O)n(C)c(=O)n2C,-0.7,1109,41.0%,-1.35,586,10.0,1.2,1.93,-0.269,1.04,-0.471,1.2%,i,4.6,2.2,5.4,i,13.9
O=S1(=O)c2cccc3cccc(c23)N1Cc1nnc(-c2ccccc2Br)o1,-1.4,929,-10.4%,?,.,0.0,-8.7,0.809,0.0225,1.4,-2.14,-0.9%,i,4.8,2.8,4.1,i,-0.5

# Further compounds follow:
SMILES,b-catenin transl,b-catenin transl cell count 5 µM,AID2073,Insulin prom up,Insulin prom up cell count,WT yeast gro inh,WT yeast gro inh mutant strain,Dynein cargo inh,Dynein cargo inh cytoplasmic EGFP,Dynein cargo inh nuclear GR-EGFP,Dynein cargo inh cell count,HIV fusion peptide,Yfh1-off respiration,MT stabilizer,MT stabilizer Hoechst-high %,MT stabilizer cytotoxicity %,Autophagy mod,Autophagy mod cell loss 18 h
Cn1c(=O)c2c(ncn2C)n(C)c1=O,-1.1,1268,7.3%,0.28,1038,.,.,-0.146,-0.144,0.362,-0.357,0.6%,i,.,.,.,.,.
Cn1nc(NC(=O)C(F)(F)F)c2ncc(-c3ccc(Cl)cc3)nc21,-0.7,1283,34.5%,-0.93,862,.,.,0.618,-0.198,1.01,-1.57,-0.3%,i,.,.,.,.,.
CN(C)S(=O)(=O)c1ccc(C(=O)NCC(=O)N/N=C/c2ccccc2)cc1,-1.8,1063,-7.1%,1.15,1095,-10.3,-1.9,-0.368,-0.254,-0.225,0.832,-0.2%,i,1.3,2.9,7.6,i,-9.0
O=C(Nc1ccccc1N1CCCC1)c1cccc(Cl)c1Cl,1.4,1555,27.6%,-0.03,1023,17.8,14.9,-0.177,-0.0767,-0.115,-2.09,0.7%,i,1.3,1.6,4.5,i,5.3
CCc1cc2c(SCC(=O)O)ncnc2s1,.,.,46.3%,-0.21,1226,8.4,1.1,1.01,-0.172,0.661,-0.509,-1.3%,i,2.6,1.8,2.7,i,-4.2
COc1ccc(OC)c(C2CC(=O)C(C)C(c3cc(OC)ccc3OC)N2)c1 (stereo not drawn),-4.1,1101,43.7%,0.07,872,-14.7,-23.9,0.126,-0.313,0.115,0.233,-2.5%,i,1.4,1.7,9.1,i,3.8
CCOC1=C/C(=C/c2c(N)n3nc(S(=O)(=O)CC)sc3nc2=O)C=CC1=O,-2.7,1060,5.3%,-0.74,1562,-11.5,7.1,0.624,-0.271,-0.0533,-1.06,17.4%,i,4.4,2.0,8.9,i,22.4
FC(F)(F)c1cc(CCN2C(=S)NC[C@@H]2CC2CCCCC2)cc(C(F)(F)F)c1,-0.9,1242,-0.5%,-1.31,962,.,.,-0.654,-0.784,-0.285,0.824,-0.6%,i,.,.,.,.,.
O=C(COc1ccc2ccccc2c1)Nc1cccc2c1C(=O)NC2=O,2.4,1403,18.3%,.,.,-44.2,6.8,-0.759,-0.227,-0.583,0.279,-0.7%,i,1.4,2.2,9.3,i,-0.1
Cc1ccc2[nH]c(C(=O)O)c(NC(=O)[C@@H]3C[C@@H]3c3ccccc3)c2c1,-0.6,1284,2.8%,0.11,1087,.,.,1.22,-0.247,0.423,-0.203,10.3%,i,.,.,.,.,.

# Screening data deposited in PubChem by several laboratories.
